Source: PubChem
PGK inhibitor = blocks T. brucei phosphoglycerate kinase | AID 602233 | Potency, µM (top dose mostly 57.5 µM), for inactives: at the top dose activity change, negative = inhibition, most hits filed as inhibitors | PGK/GAPDH coupled, Kinase-Glo luminescence, 60 min | actives 0.043% (n = 380,000) | P07378; also: potency is read from the fitted curve at half-maximal effect; nearly all actives have a fitted effect of over 60% in size
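Recombinant glycosomal PGK reaction used 1,3-bisphosphoglycerate generated in-well by GAPDH (100nM final) in 100mM TEA pH 7.6, 5mM MgCl2, 0.01% Tween-20. After 60 minutes at room temperature, ATP was read by Kinase-Glo Plus luminescence end-point.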
PI4K2A block = PI4K2A (human) kinase inhibition | AID 1346378 | purified PI4K2A, ADP-Glo luminescence, 1 h; hits give low values | actives 0.13% (n = 420,000) | Q9BTU6 | activity change, negative = inhibition, % at 76.9 µM; in the data active = activity change below about -50%; inconclusive = mostly about -30% to -49%;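 also: -100% = wells without enzyme as full effect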
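Compounds are screened against recombinant PI4K2A using PI as substrate and ATP, the latter dispensed at 300 microM. Reactions run one hour at ambient temperature before ADP-Glo detection; full inhibition defined by wells lacking enzyme.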
GLS inh = inhibitors of human glutaminase (GLS); GLS enzymatic activity, qHTS titration; Potency, µM (titrated, usually from 45.5 µM), inactives show top-dose activity change, negative = inhibition, usual class: inhibitors; actives 0.21% (n = 410,000); O94925; also: potency is read from the fitted curve at half-maximal effect
Target sequence (O94925 whole entry, looked up): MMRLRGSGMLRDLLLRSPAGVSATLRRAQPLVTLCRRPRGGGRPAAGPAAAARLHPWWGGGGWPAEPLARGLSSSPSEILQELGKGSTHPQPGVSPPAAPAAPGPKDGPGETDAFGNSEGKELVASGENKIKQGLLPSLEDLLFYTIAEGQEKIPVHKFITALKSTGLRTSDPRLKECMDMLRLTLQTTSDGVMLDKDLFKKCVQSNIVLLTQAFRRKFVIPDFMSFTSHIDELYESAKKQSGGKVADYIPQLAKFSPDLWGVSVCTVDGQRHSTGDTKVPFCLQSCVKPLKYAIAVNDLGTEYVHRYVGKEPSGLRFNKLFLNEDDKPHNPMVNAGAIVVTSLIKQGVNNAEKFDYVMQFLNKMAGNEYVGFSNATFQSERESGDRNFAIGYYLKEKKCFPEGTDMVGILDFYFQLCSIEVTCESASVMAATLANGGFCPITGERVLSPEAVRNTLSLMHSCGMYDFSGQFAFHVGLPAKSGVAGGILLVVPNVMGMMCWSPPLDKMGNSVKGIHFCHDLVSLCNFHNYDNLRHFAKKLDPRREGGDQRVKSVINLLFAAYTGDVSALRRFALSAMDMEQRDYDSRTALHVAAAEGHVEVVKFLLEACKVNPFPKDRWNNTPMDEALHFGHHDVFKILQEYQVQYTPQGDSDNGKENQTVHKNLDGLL
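Coupled fluorescence readout: glutamate oxidase/HRP/Amplex Red detect glutamate formed by hKGA from L-glutamine (1 mM solution added). Buffer 45 mM KH2PO4 pH 8.2, 0.02% Tween-20; reads at t0 and 30 min RT.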
An asterisk follows results filed as active; i = inactive; u = inconclusive. Unless noted, calls follow the shape of the dose curve; as a rule, active = well fitted curve in the direction sought with a large enough effect; inconclusive = small, poorly fitted or top-dose-only effect, or another doubt; inactive = no such curve, though single readings can be large; an effect the other way counts as inactive or inconclusive. Unless noted, % is scaled to controls: 0 for no effect and ±100 for the full control effect. Some of the compounds tested; the hit share may differ from the screen's.

SMILES	PGK inhibitor	PI4K2A block	GLS inh
O=C(O)CCC(C(=O)O)N1C(=O)C2C3CCC(C3)C2C1=O (centres undefined)	-3%	-6	0%
CCCCN1C(=O)C(CC(=O)NCc2ccco2)CC(C(=O)N(C)C)=C1C (centres undefined)	4%	0	-3%
CCN(CCCNc1cc2c(c(N)c1S(=O)(=O)O)C(=O)c1ccccc1C2=O)c1ccccc1	u	u	24%
C[C@@H]1CCCCO[C@@H](CN(C)Cc2ccc3c(c2)OCO3)[C@@H](C)CN([C@H](C)CO)C(=O)c2cc(NS(=O)(=O)c3ccccc3)ccc2O1	6%	-6	9%
CN1CCN(C(=O)C[C@@H]2C[C@H]3c4cc(NC(=O)c5cccnc5)ccc4O[C@H]3[C@H](CO)O2)CC1	10%	-1	1%
Cc1ccc([C@H]2C[C@H](n3cc(COC(=O)c4ccccc4)nn3)[C@@H](O)CN2C(=O)c2cccs2)cc1	11%	3	-1%
CC1(O)C(c2ccccc2)=Nc2ccccc21 (centres undefined)	-8%	-4	-6%
CN(Cc1ccccc1)C(=O)CN1C(=O)NC2(CCCc3sccc32)C1=O (centres undefined)	-6%	-8	-7%
CN(C)Cc1cc(OCc2ccccc2)cc(CN(C)C)c1O	-8%	1	17%
C=CCn1c(SCC(=O)N2CCC(C)CC2)nc2c([nH]c3ccccc32)c1=O	8%	3	-4%
CC(C)(C)NC(=O)CN1C(=O)c2cccc3cccc1c23	i	-4	0%
CC1=C(C(=O)N(C(C)C)C(C)C)CC(CC(=O)NCc2cccs2)C(=O)N1Cc1ccccc1 (centres undefined)	i	-2	-1%
CCN1C(=O)[C@H]2[C@@H](c3ccc(OC)cc3)N[C@]3(CCCN(Cc4ccccc4)C3=O)[C@H]2C1=O	2%	9	-6%
CNC[C@H]1OCCCC[C@H](C)Oc2ccc(NC(=O)CCCN(C)C)cc2C(=O)N([C@H](C)CO)C[C@@H]1C	-2%	6	1%
CC(C)(C)c1ccc(OCCCC(=O)Nc2nnc(C3CC3)s2)cc1	10%	0	4%
COc1ccccc1Nc1cc(C)nc2c(C)cccc12	-8%	-3	13%
COc1ccc(CN(C)C(=O)c2ccc(OCC(=O)Nc3cccc(C(F)(F)F)c3)c(OC)c2)cc1	-3%	5	1%
Cc1noc(C)c1NC(=O)Nc1ccc2c(c1)C(=O)N([C@H](C)CO)C[C@H](C)[C@H](CN(C)C(=O)NC1CCCCC1)OCCCC[C@@H](C)O2	-7%	1	0%
O=C(c1ccoc1)N1CCN(c2cc(-c3ccccc3)nc3cc(-c4ccc(Br)cc4)nn23)CC1	i	-6	7%
O=C(NCC(=O)N1CCN(C(c2ccccc2)c2ccccc2)CC1)c1ccccc1Br	-8%	1	-4%
Cn1c(=O)c2c(ncn2CC(=O)OCC(=O)Nc2cccc(C#N)c2)n(C)c1=O	2%	1	-3%
CCN(CC)CCNc1cccc2sc3ccccc3c(=O)c12	-2%	-2	18%
COc1ccc(C(C)=NOC(=O)c2c(-c3ccccc3Cl)noc2C)cc1CN1CCOCC1	-5%	-5	-5%
O=C(C[C@H]1C[C@@H]2c3cc(NC(=O)c4ccc5c(c4)OCO5)ccc3O[C@@H]2[C@H](CO)O1)NCc1cc(F)ccc1F	-3%	-3	2%

Part of the list above in order of formula weight, smallest number first:
SMILES	PGK inhibitor	PI4K2A block	GLS inh
CCN(CC)CCNc1cccc2sc3ccccc3c(=O)c12	-2%	-2	18%
O=C(NCC(=O)N1CCN(C(c2ccccc2)c2ccccc2)CC1)c1ccccc1Br	-8%	1	-4%
O=C(c1ccoc1)N1CCN(c2cc(-c3ccccc3)nc3cc(-c4ccc(Br)cc4)nn23)CC1	i	-6	7%

Further results follow:
SMILES	PGK inhibitor	PI4K2A block	GLS inh
CCCCCCCC1=NN(c2ccc(S(=O)(=O)O)cc2)C(=O)C1N=O (centres undefined)	-1%	-9	34%
O=[N+]([O-])c1cccc(N=NNc2cccc([N+](=O)[O-])c2)c1	-2%	-5	-1%
O=C(NCCS(=O)(=O)NCc1cccs1)c1ccccc1	-2%	5	2%
Cc1ccc(S(=O)(=O)CCC(=O)Nc2cc(C)on2)cc1	0%	0	0%
CC1(C)CN(CCc2ccccc2)C(=O)[C@H]1CC(=O)Nc1ccccc1	6%	-3	2%
Cc1ccc(NC(=O)c2ncn(CCCNCC3CCCCC3)n2)cc1C	0%	1	2%
O=C1CC(=Nc2ccc([N+](=O)[O-])cc2)NN1c1c(Cl)cc(Cl)cc1Cl	-2%	1	-4%
Cc1cc(OCC(=O)Nc2nccs2)c2c(C)c(C)c(=O)oc2c1	2%	-2	-19%
CCc1ccc(/C=C2\SC(=S)N(CCCC(=O)N3CCCC3)C2=O)cc1	-7%	6	-4%
CCCCN(C(=O)COC(=O)c1sccc1C)c1c(N)n(CCC)c(=O)[nH]c1=O	-5%	-1	2%
O=C(N/C(=C/c1ccc(F)cc1)C(=O)N1CCOCC1)c1ccco1	-5%	-4	4%
CC(C)(C)c1ccc(C(=O)NCCC(=O)NCc2ccc(F)cc2)cc1	-3%	-1	-1%

Five entries from above, sorted by the value under PI4K2A block, descending:
SMILES	PGK inhibitor	PI4K2A block	GLS inh
O=C(NCCS(=O)(=O)NCc1cccs1)c1ccccc1	-2%	5	2%
Cc1ccc([C@H]2C[C@H](n3cc(COC(=O)c4ccccc4)nn3)[C@@H](O)CN2C(=O)c2cccs2)cc1	11%	3	-1%
O=C1CC(=Nc2ccc([N+](=O)[O-])cc2)NN1c1c(Cl)cc(Cl)cc1Cl	-2%	1	-4%
CC(C)(C)c1ccc(C(=O)NCCC(=O)NCc2ccc(F)cc2)cc1	-3%	-1	-1%
COc1ccccc1Nc1cc(C)nc2c(C)cccc12	-8%	-3	13%

Back to the main list, starting 4 compounds before the break.
SMILES	PGK inhibitor	PI4K2A block	GLS inh
CCc1ccc(/C=C2\SC(=S)N(CCCC(=O)N3CCCC3)C2=O)cc1	-7%	6	-4%
CCCCN(C(=O)COC(=O)c1sccc1C)c1c(N)n(CCC)c(=O)[nH]c1=O	-5%	-1	2%
O=C(N/C(=C/c1ccc(F)cc1)C(=O)N1CCOCC1)c1ccco1	-5%	-4	4%
CC(C)(C)c1ccc(C(=O)NCCC(=O)NCc2ccc(F)cc2)cc1	-3%	-1	-1%
C[C@@H]1CN([C@H](C)CO)C(=O)CCCn2nncc2CO[C@H]1CN(C)C(=O)c1ccc(N2CCN(C)CC2)cc1	-9%	-5	6%
C[C@H](CO)N1C[C@H](C)[C@@H](CN(C)C(=O)OCc2ccccc2)OCc2cn(nn2)CCCC1=O	0%	4	-6%
CCN(CC)C(=O)C1=C(C)N(CCCOC)C(=O)C(CC(=O)NCCCN(C)C)C1 (centres undefined)	2%	-2	2%
O=C(c1cc2ccccc2o1)N1CCN(Cc2nc3ccccc3s2)CC1	2%	-3	7%
Cc1cc(N2CCOCC2)nc(N2CCOCC2)c1C#N	i	-4	0%
COc1ccc(-c2cc3nc(C)cc(N4CCN(C(=O)c5ccco5)CC4)n3n2)cc1	-1%	0	1%
O=C(c1ccccc1F)N1CCCC(N2CCN(Cc3ccc4c(c3)OCO4)CC2)C1 (centres undefined)	2%	-4	14%
COc1ccc2nc3n(c(=O)c2c1)-c1cc2ccccc2cc1C(=O)NC3Cc1ccccc1 (centres undefined)	-7%	0	-7%
COc1ccccc1NC(=O)N(C)C[C@@H]1OCc2cn(nn2)CCCC(=O)N([C@H](C)CO)C[C@H]1C	-8%	3	-4%
O=C(COc1ccc(F)cc1)Nc1nc(-c2cccnc2)cs1	-7%	-3	2%
COc1ccc(CN2C(=O)C(CC(=O)NCCN3CCOCC3)CC(C(=O)N(C(C)C)C(C)C)=C2C)cc1 (centres undefined)	-5%	-5	-7%
c1ccc(N=Nc2ccc(C3=NCCO3)cc2)cc1	-16%	-51*	-6%
NC(=O)NC(CC(=O)OCC(=O)Nc1nnc(-c2ccccc2)o1)c1ccc(Cl)cc1 (centres undefined)	8%	-3	9%
CC(OC(=O)[C@@H](NS(=O)(=O)c1ccccc1)C(C)C)C(=O)c1c(N)n(C)c(=O)n(C)c1=O (some centres undefined)	1%	1	1%
Cc1ccc(S(=O)(=O)CCC(=O)OCC(=O)NCc2ccc(F)cc2)cc1	-8%	5	-7%
Cc1ccccc1CC(=O)N1CCC(CCC(=O)NC2CC2)CC1	-3%	-5	1%
CNC(=O)c1ccc(NC(=O)c2ccccc2OCc2c(C)noc2C)cc1	-3%	-1	-1%
CCCCCCN1C[C@H](O)[C@@H](n2cc(-c3ccc(F)cc3)nn2)C[C@@H]1c1ccc(Cl)cc1	-1%	6	5%
NC(=O)C1(N2CCCCC2)CCN(C(=O)c2cc(COc3c(F)cccc3F)on2)CC1	7%	6	-1%
CC(C)CC1C(=O)N(Cc2cn(CC3CCCCC3)nn2)CCS(=O)(=O)N1Cc1ccc(-c2ccc(Cl)c(Cl)c2)cc1 (centres undefined)	-4%	-1	0%
COc1ccc(C(=O)NCC(c2ccco2)N2CCc3ccccc3C2)c(OC)c1 (centres undefined)	0%	3	0%
O=C(CNC(=O)N1CC(=O)Nc2ccccc21)NCCCc1ccccc1	i	-8	-7%
CCOC(=O)C1(CCCc2ccccc2)CCN(C(=O)c2n[nH]c(CC)c2C)CC1	7%	0	3%
COc1ccc(CN2CCC[C@]3(N[C@H](c4ccc(OC)cc4)[C@@H]4C(=O)N(Cc5ccccc5)C(=O)[C@@H]43)C2=O)cc1	-2%	0	14%
C#CCN(C[C@@H]1[C@@H](OC(=O)NC2CC2)[C@@H](OC(=O)NC2CC2)CN(C(=O)OC(C)C)N1C(=O)OC(C)C)S(=O)(=O)c1ccc(C)cc1	-1%	9	3%
C[C@H](CO)N1C[C@H](C)[C@@H](CN(C)C(=O)CCC(F)(F)F)OCc2cnnn2CCCC1=O	3%	4	-2%
O=C(C1CCCCC1)N1C[C@@H](O)[C@H](n2cc(-c3ccc(F)cc3)nn2)C[C@@H]1c1ccccc1	-5%	3	-8%
Nc1ncnc2nn(C3OC(CO)C(O)C3O)nc12 (centres undefined)	7%	-3	-2%
CCOc1ccc(NS(=O)(=O)c2ccc(C(=O)NCC3CCCO3)cc2)cc1 (centres undefined)	9%	-1	14%
O=C(O)Cc1ccc(NC(=O)c2ccc3c(c2)C(=O)N(Cc2ccccc2)C3=O)cc1	-10%	0	-15%
O=C(OCC(=O)c1c[nH]c2ccccc12)c1ccc(OC(F)F)cc1	5%	3	1%
COc1cccc(N2CCN(C(=O)c3ccc(Cl)c(S(=O)(=O)N4CCCCCC4)c3)CC2)c1	-5%	-6	2%
CC(C)CC1C(=O)N(Cc2cn(Cc3ccco3)nn2)CCS(=O)(=O)N1Cc1ccc(-c2cccc(N(C)C)c2)cc1 (centres undefined)	0%	-3	-11%
Cc1cn([C@H]2C[C@H](O)[C@@H](CNC(=O)[C@H](N)Cc3cccnc3)O2)c(=O)[nH]c1=O	-3%	4	-6%
COc1ccc(OC)c(-c2cc(C(=O)O)c3cc4ccccc4cc3n2)c1	-1%	3	4%
COc1cc2ccc(NC(C)=O)cc2cc1OC	0%	-5	3%
CC(Cc1ccccc1)NC(=O)CCNNC(=O)c1ccncc1 (centres undefined)	i	-5	-6%
Cc1[nH]c2ccccc2c1C(=O)C(=O)NCc1nnnn1-c1cccc(F)c1	-1%	-2	-3%
COc1ccc(-c2ccc(CN3C(C)C(=O)N(Cc4cn(CCC5OCCO5)nn4)CCS3(=O)=O)cc2)cn1 (centres undefined)	i	0	-13%
O=C1C2C3C=CC(C3)C2S(=O)(=O)C2C3C=CC(C3)C12 (centres undefined)	-10%	3	-13%
COc1ccc(CN2C(=O)C(CC(=O)NCc3cccc4ccccc34)CC(C(=O)N(C)C)=C2C)cc1 (centres undefined)	i	-7	-4%
CCC(=O)Oc1ccc(NC(=O)c2ccc(S(=O)(=O)N3CCCC3)cc2)cc1	8%	-2	4%
COc1ccc(NC(=O)C[C@H]2C(=O)N(Cc3cccnc3)C[C@@H]2Cc2ccccc2)cc1	-6%	5	-9%
CCCCn1c(SCCN2CCCCC2)nc2c1c(=O)n(C)c(=O)n2C	i	-2	-4%
COc1ccc(C(=O)OCc2ccccc2C#N)cc1S(=O)(=O)N1CCOCC1	-1%	7	-5%
